aSyn rescue: rescues yeast growth from alpha-synuclein toxicity | Yeast expressing alpha-synuclein, growth rescue, BacTiter-Glo, 24 h | Potency, µM (series often up to 46.1 µM), without a hit: at the top dose growth rescue (activation), usual class: activators | 370,000 compounds, 0.14% hits; also: potency is read from the fitted curve at half-maximal effect; % of control where 0% means no effect; nearly all actives have a fitted effect of over 65% in size
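Screening used galactose-induced yeast with toxic alpha-synuclein levels, exposed to compound for 24 hr at 30 deg C. Cell growth, read with BacTiter-Glo luminescence, gave the measured signal.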
EPAC2 antag: blocks human EPAC2 exchange factor | 360,000 compounds, 0.18% hits | EPAC2 GEF exchange of Rap1B-BODIPY-GDP, fluorescence | Q8WZA2 | AID 720708 | Potency, µM (doses to about 114 µM), for inactives: top-dose activity, negative = inhibition, actives largely listed as inhibitors; also: potency is read from the fitted curve at half-maximal effect; % is scaled to controls: 0 for no effect and ±100 for the full control effect; nearly all actives have a fitted effect of over 45% in size; many of its hits are not listed in these tables
EPAC2 ag: EPAC2 (human) agonism | Potency, µM (top dose mostly 154 µM), for the others: top-dose activation, usual class: activators | 360,000 compounds, 0.079% hits | Q8WZA2 | AID 720711 | EPAC2 activation, biochemical qHTS; response scale: 100% = 6.5 mM cAMP response; also: potency is read from the fitted curve at half-maximal effect; nearly all actives have a fitted effect of over 50% in size
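Guanine nucleotide exchange by EPAC2 is measured as reduced fluorescence of BODIPY-GDP once it is released from 250 nM Rap1B. Plates are read kinetically for 30 min at room temperature; results are scaled to 6.5 mM cAMP.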
D3 antag: antagonists of human D3 dopamine receptor; P35462; 360,000 compounds, 2.5% hits; max response, negative = inhibition, %; D3R cells, DiscoveRx beta-arrestin luminescence, antagonist mode; stronger effect = lower value; in the data active = max response below about -50%; inconclusive = no clear call, values can overlap the other calls; also: % is scaled to controls: 0 for no effect and ±100 for the full control effect; mostly tested at two doses, the higher about 12 µM
Target sequence (P35462 whole entry, looked up): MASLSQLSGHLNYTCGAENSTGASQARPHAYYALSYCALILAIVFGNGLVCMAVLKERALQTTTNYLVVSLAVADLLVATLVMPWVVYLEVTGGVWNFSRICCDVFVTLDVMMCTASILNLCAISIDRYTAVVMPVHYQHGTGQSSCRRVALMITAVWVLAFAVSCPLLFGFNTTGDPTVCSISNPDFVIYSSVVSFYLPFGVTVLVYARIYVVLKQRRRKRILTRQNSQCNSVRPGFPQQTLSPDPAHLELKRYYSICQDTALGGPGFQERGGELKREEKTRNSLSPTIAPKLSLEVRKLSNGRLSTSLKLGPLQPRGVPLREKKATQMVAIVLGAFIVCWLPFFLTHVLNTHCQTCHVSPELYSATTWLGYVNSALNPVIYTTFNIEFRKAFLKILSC
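Cells plated overnight at 1500 cells/well, then exposed to library compounds with dopamine controls for 90 minutes at 37 degrees C. DiscoveRx reagent added for 30–60 minutes at room temperature; luminescence read, quantitative HTS format.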
DRD3 agonist: activates the human D3 dopamine receptor; P35462; D3R DiscoveRx beta-arrestin cells, luminescence, 90 min; max activation, %; 410,000 compounds, 0.58% hits; AID 652048; in the data active = max activation above about 30%; also: 0% is about no effect; mostly tested at two doses, the higher about 12 µM
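Agonist mode: compounds and dopamine controls were applied to plated cells for 90 min at 37 degrees C after an overnight attachment at 1500 cells/well. Luminescent read-out followed 30 - 60 minutes at room temperature with DiscoveRx detection reagent.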
TDP-43 yeast inh: TDP-43 toxicity inhibition in yeast; TDP-43 expressing yeast growth rescue, BacTiter-Glo, 24 h; Potency, µM (doses to about 46.1 µM), without a hit: at the top dose growth rescue (activation), hits mostly activators; 410,000 compounds, 1.8% hits; AID 652104; also: potency is read from the fitted curve at half-maximal effect; % of control where 0% means no effect; nearly all actives have a fitted effect of over 50% in size
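Yeast cells expressing TDP-43 under galactose induction are exposed to compounds for 24 hr at 30 deg C. BacTiter-Glo luminescence measures growth, so protective compounds score as activators.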
Abeta rescue: compounds reversing amyloid beta toxicity in yeast | 410,000 compounds, 0.063% hits | Potency, µM (series often up to 46.1 µM), without a hit: at the top dose growth rescue, usual class: activators | yeast expressing A-beta42, growth rescue, OD600, 48 h; response scale: 0% DMSO, 100% iron-clioquinol control | AID 1347071; also: potency is read from the fitted curve at half-maximal effect; nearly all actives have a fitted effect of over 55% in size
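Yeast growth medium received pinned compounds, then yeast cells expressing toxic A-beta were added; plates incubated at 30 C for 48 hr. Growth read as absorbance at 600 nm, normalized to DMSO and equimolar FeCl3 plus clioquinol controls.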
FUS suppressor: FUS proteinopathy suppression in yeast | S. cerevisiae FUS-expressing, growth rescue, OD600, 24 h | Potency, µM (top dose mostly 76.6 µM), for the others: top-dose growth rescue (activation), most hits filed as activators | 390,000 compounds, 0.24% hits | AID 1347120;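 also: potency is read from the fitted curve at half-maximal effect; plate controls were DMSO vehicle for no effect and reference control for full effect; nearly all actives have a fitted effect of over 55% in size; some results filed as inactive show a strong effect at the top dose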
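Steps: raffinose overnight preculture; dilution to OD 0.005 in 2% galactose minimal medium; compound addition (concentration series); 24hr at 30C, 99% humidity; absorbance read at 600 nm.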
* marks the source's active call; other numbers are inactive results; ? = inconclusive; nt = no result given; & = joins results of further samples; [ ] = another dose, or the depositor's remark. Unless noted, calls follow the shape of the dose curve; as a rule, active = well fitted curve in the direction sought with a large enough effect; inconclusive = small, poorly fitted or top-dose-only effect, or another doubt; inactive = no such curve, though single readings can be large; an effect the other way counts as inactive or inconclusive.

No. | SMILES | aSyn rescue | EPAC2 antag | EPAC2 ag | D3 antag | DRD3 agonist | TDP-43 yeast inh | Abeta rescue | FUS suppressor
1 | CC(=O)Nc1ccc(NC(=O)C2CCCN(C(=O)c3ccc(Cl)cc3)C2)cc1 (stereo not given) | -7% | 0% | -5% | -7 | 0 | 11% | -23% | 10%
2 | Cn1c(=O)c2c(ncn2CC(=O)OCC(=O)Nc2ccc(F)cc2Cl)n(C)c1=O | 0% | -1% | 9% | 11 | -3 | 10% | 6% | 5%
3 | Cc1ccc(C(=O)c2cn(Cc3cc(C)ccc3C)c3nc(C)ccc3c2=O)cc1 | nt | nt | nt | nt | 21 | 26% | -11% | 21%
4 | O=c1[nH][nH]c2c1[C@H](CCc1cccc(Cl)c1)O[C@H](C1CC1)C2 | 6% | 2% | 11% | 17 | 7 | 0% | 4% | 4%
5 | Cc1ccc(NC(=O)Cn2nc(-c3ccccc3)nc2-c2ccccc2)c(C)c1 | 1% | -3% | -9% | -5 | 4 | 16% | 19% | -15%
6 | CC(c1ccccc1)n1c(SCC(=O)N2CC(=O)Nc3ccccc32)nc2ccccc2c1=O (stereo not given) | 0% | 4% | 5% | -5 | -3 | 15% | -14% | nt
7 | O=C1OCCC1Sc1nnnn1-c1ccc(Cl)cc1 (stereo not given) | 1% | 4% | -6% | -7 | -3 | ? | -3% | 0%
8 | Cc1cccc(C)c1NC(=O)Nc1ccc(S(N)(=O)=O)cc1 | 2% | 5% | 6% | 18 | 2 | 8% | 0% | -27%
9 | Cc1ccc(S(=O)(=O)Nc2ccc3c(c2)C(=O)c2ccccc2-3)cc1 | 0% | -2% | 1% | -19 | 0 | ? | -21% | -12%
10 | O=C(O)CNC(=O)c1ccc2c(c1)OCCO2 | -7% | 8% | 7% | -12 | -2 | -15% | 19% | -2%
11 | COc1ccc(CN(C)C(=O)[C@H]2O[C@@H](n3cnc4c(N)ncnc43)[C@H](O)[C@@H]2O)cc1OC | -9% | 24% | 5% | 4 | 10 | 15% | 1% | -9%
12 | Cc1ccc(C(=O)N/C(=C\c2ccc(Br)cc2)c2nc(=S)[nH][nH]2)cc1 | 2% | -2% | 5% | -5 | 6 | ? | -20% | 45%
13 | Brc1cccc(-c2nnc(-c3ccccc3)o2)c1 | 4% | -6% | 16% | 0 | -2 | -1% | -12% | 6%
14 | CC(C)(C)S(=O)(=O)Cc1nc(-c2ccc(Cl)c(Cl)c2)cs1 | 8% | -15% | 28% | 9 | 10 | ? | 16% | -2%
15 | O=C1CC(c2ccccc2)NC(=O)N1 (stereo not given) | 0% | -5% | 8% | 0 | 0 | 10% | 1% | -13%
16 | COC(=O)CN1C(=O)N(c2ccccc2)C(N(O)C(=O)Nc2ccccc2)C1(C)C (stereo not given) | 2% | 3% | 3% | -22 | -4 | 1% | -6% | 12%
17 | CNc1ccc(Br)cc(C(=O)/C=C/c2ccc(OC)cc2)c1=O | 12% | 7% | 16% | ? | -25 | 16% | -14% | 27%
18 | CCCCCCc1c(C)c2ccc(OCC(=O)N3CCC[C@H]3C(=O)O)c(C)c2oc1=O | 6% | -10% | -12% | -14 | -39 | 13% | -3% | ?
19 | CC1CCc2nc3ccccc3c(C(=O)OCC(=O)N3CCc4ccccc43)c2C1 (stereo not given) | -9% | -1% | 0% | 39 | 2 | 1% | -6% | nt
20 | Cc1ccc(NC(=S)/N=C(\N)Nc2nc(C)c3cc(C)ccc3n2)c(C)c1 | -2% | -19% | 0% | -27 | -16 | 32% | ? | nt
21 | CSc1cccc(NC(=O)Cn2cnc(S(=O)(=O)N3CCCC3)c2)c1 | 3% | -2% | 1% | -2 | -3&0 | 3%&19% | -14%&5% | 8%&8%
22 | CSc1nnc(C)c(=O)n1COC(=O)c1ccc([N+](=O)[O-])cc1 | -4% | 0% | 13% | 2 | 2 | -12% | -15% | 9%
23 | Cc1c(NS(=O)(=O)c2ccc(N3CCN(C)CC3)c([N+](=O)[O-])c2)c(=O)n(-c2ccccc2)n1C | 5% | 0% | 14% | 1 | -4 | -1% | -1% | 27%
24 | NC(=O)C1(c2ccccc2)OC1c1ccccc1 (stereo not given) | -8% | 8% | 9% | 0 | -15 | -5% | -6% | -24%
25 | CN1CCN([C@@H]2CS(=O)(=O)N[C@H]2COCc2ccccc2)CC1 | 1% | 11% | 6% | 1 | 1 | 29% | -4% | -27%
26 | Cc1cc(C)nc(-n2nc(C)c3c2NC(=O)CC3c2ccccc2OC(C)C)n1 (stereo not given) | nt | nt | nt | nt | -3 | 12%[9.22 µM] | -12% | 8%
27 | Cc1cc(C)nc(NC(=NCc2ccc3c(c2)OCO3)NC(=O)Nc2ccccc2)n1 | -1% | -1% | 7% | 9 | -8 | -13% | -1% | 42%
28 | Cc1cccc(N(C(=O)Cn2nnc3ccccc32)C(C(=O)NC(C)(C)C)c2ccsc2)c1 (stereo not given) | 6% | 2% | -12% | 14 | 9 | -10% | 2% | 11%
29 | CCCCN(CCCNC(=O)c1ccc(Sc2ccc(Cl)cc2)c(NC(C)=O)c1)c1ccccc1 | nt | nt | nt | nt | 6 | 0% | 1% | 26%
30 | CC(Oc1ccccc1[N+](=O)[O-])C(=O)N/N=C/c1ccoc1 (stereo not given) | -6% | 3% | 0% | -28 | -1 | 7% | 4% | 5%

Full records, looked up by structure. Screens in order: aSyn rescue, EPAC2 antag, EPAC2 ag, D3 antag, DRD3 agonist, TDP-43 yeast inh, Abeta rescue, FUS suppressor
Profile of `CC1CCc2nc3ccccc3c(C(=O)OCC(=O)N3CCc4ccccc43)c2C1` (stereo not given) → -9%, -1%, 0%, 39, 2, 1%, -6%, nt
Profile of `COC(=O)CN1C(=O)N(c2ccccc2)C(N(O)C(=O)Nc2ccccc2)C1(C)C` (stereo not given) → 2%, 3%, 3%, -22, -4, 1%, -6%, 12%

(listing goes on)
Below each compound – aSyn rescue	EPAC2 antag	EPAC2 ag	D3 antag	DRD3 agonist	TDP-43 yeast inh	Abeta rescue	FUS suppressor
31. N#Cc1ccc(COC(=O)Cn2nnc(-c3ccccc3)n2)cc1
  -1%	-9%	4%	-1	-6	-8%	-3%	23%
32. COCCn1nnnc1CN1CCN2CCCC2C1 (stereo not given)
  3%	17%	-1%	-14	2	-15%	3%	14%
33. O=C(Cn1c(=O)cnc2ccccc21)N1CCN(S(=O)(=O)c2cccc([N+](=O)[O-])c2)CC1
  -4%	4%	1%	4	0	17%	20%	10%
34. COC(=O)c1sccc1S(=O)(=O)Nc1ccc(S(N)(=O)=O)cc1
  -10%	-3%	2%	9	0	-12%	1%	-9%
35. CCN(CC)CCNC(=O)c1ccc(NC(=O)c2cc(S(=O)(=O)N3CCCCC3)ccc2N2CCOCC2)cc1
  -6%	14%	4%	-13	-11	-7%	-1%	nt
36. Cc1ccc(S(=O)(=O)N(C)c2ccc(OCC(=O)N3CCCCC3)cc2)cc1
  1%	-3%	3%	5	2	-1%	-22%	16%
37. CCC(CO)NCC(O)COCc1ccc2c(c1)OCO2 (stereo not given)
  9%	-14%	-4%	13	1	2%	-1%	-41%
38. CN(Cc1cccs1)C(=O)CCCc1c[nH]c2ccccc12
  11%	-8%	0%	2	-8	1%[9.22 µM]	24%	18%
39. CSc1ncccc1C(=O)OCC(=O)c1ccc(C)s1
  0%	-2%	3%	-4	-2	-6%	-5%	-10%
40. CC(=O)N1CC(C)Sc2ccc(S(=O)(=O)NC(C)c3ccccc3)cc21 (stereo not given)
  0%	-7%	4%	-11	-2	-11%	10%	7%
41. CCCCC[C@H]1CN(C2CCCCC2)C(=O)[C@@H]1CC(=O)NCc1ccc(OC)cc1
  3%	?	6%	-17	20	-3%	-7%	44%
42. Oc1ccc(/C=N/Nc2cc(N3CCCC3)nc(N3CCCC3)n2)cc1
  -10%	7%	-5%	-14	11	-1%	-24%	10%
43. O=C(c1cc(=O)[nH]c2ccccc12)N1CCN(Cc2ccc3c(c2)OCO3)CC1
  1%	16%	-3%	24	0	-16%	-8%	6%
44. O=C(N/C(=C\c1ccc(F)cc1)C(=O)N1CCCCCC1)c1ccccc1
  1%	0%	5%	7	-3	-22%	12%	16%
45. CN1CC(c2ccccn2)C2(SC(=S)N(Cc3ccccc3)C2=O)C12C(=O)Nc1ccccc12 (stereo not given)
  1%	-9%	13%	9	1	-20%	22%	?
46. Cn1c(NCCc2ccncc2)nc2cc(-c3ccsc3)sc2c1=O
  4%	-8%	5%	13	3	20%	10%	-5%
47. C=CCn1c(SCC(=O)c2c(N)n(CCC)c(=O)n(C)c2=O)nnc1-c1ccncc1
  -1%	-4%	1%	18	4	5%	4%	-4%
48. COc1ccc2c(c1)c1c(c(=O)n(-c3cccc(C)c3)c(=O)n1Cc1cccc(Cl)c1)n2C
  nt	nt	nt	nt	-2	20%	-9%	3%

Part of the list above in order of length of the SMILES, descending:
Below each compound – aSyn rescue	EPAC2 antag	EPAC2 ag	D3 antag	DRD3 agonist	TDP-43 yeast inh	Abeta rescue	FUS suppressor
28. Cc1cccc(N(C(=O)Cn2nnc3ccccc32)C(C(=O)NC(C)(C)C)c2ccsc2)c1 (stereo not given)
  6%	2%	-12%	14	9	-10%	2%	11%
47. C=CCn1c(SCC(=O)c2c(N)n(CCC)c(=O)n(C)c2=O)nnc1-c1ccncc1
  -1%	-4%	1%	18	4	5%	4%	-4%
12. Cc1ccc(C(=O)N/C(=C\c2ccc(Br)cc2)c2nc(=S)[nH][nH]2)cc1
  2%	-2%	5%	-5	6	?	-20%	45%
1. CC(=O)Nc1ccc(NC(=O)C2CCCN(C(=O)c3ccc(Cl)cc3)C2)cc1 (stereo not given)
  -7%	0%	-5%	-7	0	11%	-23%	10%
20. Cc1ccc(NC(=S)/N=C(\N)Nc2nc(C)c3cc(C)ccc3n2)c(C)c1
  -2%	-19%	0%	-27	-16	32%	?	nt
34. COC(=O)c1sccc1S(=O)(=O)Nc1ccc(S(N)(=O)=O)cc1
  -10%	-3%	2%	9	0	-12%	1%	-9%
30. CC(Oc1ccccc1[N+](=O)[O-])C(=O)N/N=C/c1ccoc1 (stereo not given)
  -6%	3%	0%	-28	-1	7%	4%	5%
17. CNc1ccc(Br)cc(C(=O)/C=C/c2ccc(OC)cc2)c1=O
  12%	7%	16%	?	-25	16%	-14%	27%
10. O=C(O)CNC(=O)c1ccc2c(c1)OCCO2
  -7%	8%	7%	-12	-2	-15%	19%	-2%
32. COCCn1nnnc1CN1CCN2CCCC2C1 (stereo not given)
  3%	17%	-1%	-14	2	-15%	3%	14%

Compound activity as filed in PubChem.

These rows are one share of the data. The share of hits here may be higher or lower than overall.
